Source: PubChem BioAssay (several laboratories)
GPR35 antagonists: inhibition of zaprinast-stimulated GPR35 beta-arrestin translocation – imaging, U2OS, beta-arrestin-GFP, zaprinast agonist, primary screen (AID 2058); U2OS GPR35 beta-arrestin-GFP translocation imaging, zaprinast antagonism; higher % means a stronger effect; one-dose inhibition, % at 10 µM; IC50 in µM for titrated hits; 0.052% of 290,000 active;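 active = inhibition of at least 50% with at least 30 cells and total cytoplasm GFP at most 10,000,000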
Dengue-2 NS5 capping: flavivirus cap methylation enzyme inhibition – biochemical, confirmation dose response, primary screen (AID 588689); one-dose inhibition, % at 25 µM; IC50 in µM for titrated hits; Dengue-2 NS5 methyltransferase capping enzyme assay, biochemical; higher % means a stronger effect; 0.3% of 340,000 active; in the data active = a potency from the dose series
GPR55 beta-arrestin: GPR55 agonists via beta-arrestin recruitment, primary screen, imaging, U2OS cells, beta-arrestin-GFP redistribution (AID 1961) | U2OS GPR55 beta-arrestin-GFP redistribution imaging; higher % means a stronger effect | one-dose activation, % at 10 µM; EC50 in µM for titrated hits | 0.048% of 290,000 active;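 active = activation above 40% with more than 50 cells counted in the well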;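 also: U2OS osteosarcoma cells stably expressing GPR55 and beta-arrestin-GFP; plate controls were DMSO negative control for no effect and LPI positive control for full effect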
HIV fusion peptide: inhibitors of HIV fusion peptide binding, primary screen, biochemical, uHTS, fluorescence dequenching (AID 1986); cell-free peptide binding, fluorescence dequenching, 30 min; higher % means a stronger effect; 0.3% of 290,000 active; inhibition, % at 20 µM, or IC50 in µM where a hit was titrated; in the data active = inhibition mostly above about 52%, no sharp cut-off; inactive = mostly below about 76%; also: some results filed as inactive read as strong as hits
NTR1 ag: agonists of NTR1, primary screen, imaging, U2OS cells, beta-arrestin-GFP, high content (AID 493036); P30989; NTR1-U2OS beta-arrestin-GFP spot imaging, agonist mode; activation, % at 20 µM; 0.17% of 330,000 active;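 active = activation at or above 40% of the spot to cytoplasm intensity ratio, with at least 20 cells analyzed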;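 also: 0% = DMSO without peptide and 100% = 100 nM NTR1 peptide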
Target sequence (P30989 whole entry, looked up): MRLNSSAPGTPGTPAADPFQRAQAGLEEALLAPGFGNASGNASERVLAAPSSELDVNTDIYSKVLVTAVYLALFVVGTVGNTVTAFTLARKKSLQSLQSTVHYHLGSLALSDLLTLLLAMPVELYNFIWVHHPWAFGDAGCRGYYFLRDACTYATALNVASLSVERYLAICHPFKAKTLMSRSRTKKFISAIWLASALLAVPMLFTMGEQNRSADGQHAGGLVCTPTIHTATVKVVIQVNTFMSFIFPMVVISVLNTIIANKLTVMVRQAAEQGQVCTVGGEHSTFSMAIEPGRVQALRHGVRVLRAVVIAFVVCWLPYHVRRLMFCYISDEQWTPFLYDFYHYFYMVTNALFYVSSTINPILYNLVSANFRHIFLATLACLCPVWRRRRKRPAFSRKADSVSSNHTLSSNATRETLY
GPR55 LPI antagonism: inhibition of LPI-stimulated GPR55 beta-arrestin translocation – imaging, U2OS, beta-arrestin-GFP, LPI agonist, primary screen (AID 2013). U2OS GPR55 beta-arrestin-GFP translocation imaging, LPI antagonism; higher % means a stronger effect. inhibition, % at 10 µM; hits with a dose series show IC50 in µM. 0.13% of 290,000 active;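 active = spots per cell inhibited over 60%, with over 100 cells counted and total cytoplasm intensity under 500,000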;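 also: U2OS cells stably carrying GPR55 and arrestin-GFP stimulated by 5 µM LPI near EC80; imaged beta-arrestin-GFP aggregate spots per cell after agonist stimulation; plate controls were LPI-stimulated DMSO wells for no effect and DMSO wells without LPI for full effect; some results filed as inactive read as strong as hits; confirmed hits need IC50 under 10 µM and bright autofluorescent wells are also inconclusive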
Siah-1 displacement: blockers of Siah-1 interaction with plectin peptide – biochemical, fluorescence polarization, rhodamine-plectin, uHTS, primary screen (AID 1817); Siah-1 / rhodamine-plectin peptide fluorescence polarization; higher % means a stronger effect; displacement, % at 20 µM; hits with a dose series show IC50 in µM; 0.02% of 290,000 active;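 active = displacement of at least 50% at 20 µM, with a fluorescence ratio check between 0.3 and a set limit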;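 also: plate controls were Siah plus tracer with DMSO for no effect and tracer alone without Siah for full effect; strong numbers were not always called active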
AID2073: inhibitors of Mint1-CaV2.2 protein interaction, biochemical, HTRF (AID 2073). HTRF protein-protein interaction, Mint1-CaV2.2; higher % means a stronger effect. one-dose inhibition, % at 20 µM; IC50 in µM for titrated hits. 0.19% of 290,000 active; in the data active = inhibition mostly above about 51%, no sharp cut-off; also: some results filed as inactive read as strong as hits
UTI89 phage lysis: protection from phage-mediated lysis, alamar blue read-out – E. coli UTI89, K1F phage, bacterial capsule biogenesis inhibitors (AID 488966); 0.02% of 340,000 active; one-dose inhibition, % at 100 µM; IC50 in µM for titrated hits; E. coli UTI89 K1F phage lysis, alamar blue, 2 h; higher % means a stronger effect;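 active = phage lysis inhibition, versus mean bacterial control, above a set limit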;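 also: capsule biogenesis inhibitors block K1F phage lysis so surviving cells raise fluorescence; higher fluorescence means more inhibition of phage lysis; actives were called in the ten point dose series up to 300 µM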
NTR1 ag cell count 20 µM: further read-out of NTR1 ag, marked with its call; cell count; measured here: cell count, cytotoxicity flag
Active calls of the source: *; x = not tested or not shown; & = joins results of further samples; [ ] = dose if it differs, or a comment.

Under each structure – GPR35 antagonists	Dengue-2 NS5 capping	GPR55 beta-arrestin	HIV fusion peptide	NTR1 ag	NTR1 ag cell count 20 µM	GPR55 LPI antagonism	Siah-1 displacement	AID2073	UTI89 phage lysis
- C1COC(NC(C2CC2)C2CC2)=N1
    -20.2%	-1.5%	1.1%	-1.9%	0.7	69	1.9%	4.0%	-3.6%	0.4%
- CN1CCCN=C1COC(=O)C(O)(c1ccccc1)C1CCCCC1 (stereo not drawn)
    -8.2%	-0.7%	0.2%	2.4%	0.2	64	4.5%	8.2%	5.5%	5.0%
- C/C=C/C(=O)N(CC)c1ccccc1C
    -19.0%	-2.9%	-0.5%	-0.3%	1.3	52	3.4%	3.9%	-0.2%	2.6%
- Cc1cccc2c1NC(=O)C2(c1ccc(O)cc1)c1ccc(O)cc1
    20.6%	-6.1%	0.0%	3.8%	-0.3	46	2.53µM*	10.8%	2.8%	-1.1%
- CCCCNc1ccc(C(=O)OCCN(C)C)cc1
    -9.8%	-8.2%	0.4%	-0.7%	-0.8	56	0.8%	6.5%	-0.6%	6.7%
- Nc1nc(O)c(N=Nc2ccc(S(N)(=O)=O)cc2)c(=O)[nH]1
    0.7%	x	-0.1%	-0.7%	0.2	83	6.2%	-4.0%	50.0%*	1.3%[50 µM]
- CCn1cc(C(=O)O)c(=O)c2cnc(N3CCNCC3)nc21
    5.7%	x	-0.1%	2.2%	x	x	-0.6%	1.5%	1.0%	x
- C/C=C(/C)C(=O)OC(C)(C)[C@@H]1Cc2c(ccc3ccc(=O)oc23)O1
    -4.7%	-1.6%	-0.1%	2.9%	-2.2	98	1.6%	9.9%	17.8%	-0.6%
- O=C(O)CCC(=O)c1ccc(-c2ccccc2)cc1
    -22.0%	-2.2%	-0.2%	0.0%	-1.1	46	1.0%	5.3%	-2.1%	1.5%
- CCN(CC)CCOC(=O)c1ccc(N)cc1
    1.3%	2.9%	-0.1%	-1.4%	1.2	68	-0.8%	-0.2%	8.4%	-0.2%
- CCCc1nc(C(C)(C)O)c(C(=O)O)n1Cc1ccc(-c2ccccc2-c2nn[nH]n2)cc1
    2.3%	x	-0.5%	1.0%	0.4	46	0.1%	4.7%	0.8%	x
- COc1ccc(C[C@H]2COC(=O)[C@@H]2Cc2ccc(OC3OC(CO)C(O)C(O)C3O)c(OC)c2)cc1OC (stereo partly drawn)
    -10.2%	-4.8%	-0.2%	1.3%	0.6	52	3.2%	-1.0%	-2.8%	0.5%
- Cc1cncn1CCc1nc2c3ccccc3nc(SCC(=O)Nc3cccc(Cl)c3)n2n1
    -16.1%	-4.5%	0.0%	0.0%	x	x	9.3%	-7.5%	43.0%	6.1%[50 µM]
- CN(C)CCC[C@]1(c2ccc(F)cc2)OCc2cc(C#N)ccc21
    17.6%	-3.0%	-0.1%	0.0%	0.3	58	6.6%	-6.3%	12.2%	3.6%
- CC1Cc2ccccc2N1NC(=O)c1ccc(Cl)c(S(N)(=O)=O)c1 (stereo not drawn)
    3.1%	-2.2%	1.0%	-1.7%	2.1	42	10.9%	2.8%	2.3%	3.9%
- CC(=O)CCCCn1c(=O)c2c(ncn2C)n(C)c1=O
    10.5%&-11.8%	-3.7%	-0.1%&-0.5%	1.9%&-0.9%	1.3	58	-2.5%&13.2%	2.2%&6.9%	3.1%&2.1%	2.3%
- CCCCCC(=O)O[C@]1(C(C)=O)CC[C@H]2[C@@H]3CCC4=CC(=O)CC[C@]4(C)[C@H]3CC[C@@]21C
    9.2%	3.7%	0.2%	3.0%	7.5	67	0.0%	10.3%	4.7%	1.3%
- COc1ccc(C2CNC(=O)C2)cc1OC1CCCC1 (stereo not drawn)
    -0.5%&-13.5%	-3.0%	-0.2%&-0.5%	-0.3%&-0.1%	0.9	60	5.6%&-0.2%	-0.6%&-2.5%	-6.6%&-4.8%	0.9%

An excerpt from further up, as a working copy:
Under each structure – GPR35 antagonists	Dengue-2 NS5 capping	GPR55 beta-arrestin	HIV fusion peptide	NTR1 ag	NTR1 ag cell count 20 µM	GPR55 LPI antagonism	Siah-1 displacement	AID2073	UTI89 phage lysis
- CCN(CC)CCOC(=O)c1ccc(N)cc1
    1.3%	2.9%	-0.1%	-1.4%	1.2	68	-0.8%	-0.2%	8.4%	-0.2%
- CCCc1nc(C(C)(C)O)c(C(=O)O)n1Cc1ccc(-c2ccccc2-c2nn[nH]n2)cc1
    2.3%	x	-0.5%	1.0%	0.4	46	0.1%	4.7%	0.8%	x
- COc1ccc(C[C@H]2COC(=O)[C@@H]2Cc2ccc(OC3OC(CO)C(O)C(O)C3O)c(OC)c2)cc1OC (stereo partly drawn)
    -10.2%	-4.8%	-0.2%	1.3%	0.6	52	3.2%	-1.0%	-2.8%	0.5%
- Cc1cncn1CCc1nc2c3ccccc3nc(SCC(=O)Nc3cccc(Cl)c3)n2n1
    -16.1%	-4.5%	0.0%	0.0%	x	x	9.3%	-7.5%	43.0%	6.1%[50 µM]
- CN(C)CCC[C@]1(c2ccc(F)cc2)OCc2cc(C#N)ccc21
    17.6%	-3.0%	-0.1%	0.0%	0.3	58	6.6%	-6.3%	12.2%	3.6%
- CC1Cc2ccccc2N1NC(=O)c1ccc(Cl)c(S(N)(=O)=O)c1 (stereo not drawn)
    3.1%	-2.2%	1.0%	-1.7%	2.1	42	10.9%	2.8%	2.3%	3.9%

This is a subset; count on the stated rates, not on these rows.
